Apoferritin bind – binds horse apoferritin like a general anesthetic | apoferritin/1-aminoanthracene competitive binding, fluorescence | Potency, µM (top dose mostly 77.5 µM), for the others: at the highest dose activity change, negative = displacement, actives largely listed as inhibitors | actives 0.074% (n = 350,000); further: potency means the concentration at half of the fitted maximal effect; on the % scale 0 is the no-effect control and ±100 the full control effect; nearly all actives have a fitted effect of over 20% in size
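Horse-spleen apoferritin (10 uM) was mixed with 50% saturated 1-aminoanthracene in PBS, exposed to compounds for 10 min at room temperature, and read for fluorescence (ex 380 nm, em 535 nm). Competitive displacement was fitted with a four-parameter Hill equation.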
TRHR agonist – TRH receptor (human) agonism; P34981; TRHR cells, calcium flux fluo-8, FDSS agonist mode; activation, % at 2 µM; actives 0.18% (n = 360,000); AID 493084; in the data active means activation above about 30%; further: 0% is about no effect
Target sequence (P34981 whole entry, looked up): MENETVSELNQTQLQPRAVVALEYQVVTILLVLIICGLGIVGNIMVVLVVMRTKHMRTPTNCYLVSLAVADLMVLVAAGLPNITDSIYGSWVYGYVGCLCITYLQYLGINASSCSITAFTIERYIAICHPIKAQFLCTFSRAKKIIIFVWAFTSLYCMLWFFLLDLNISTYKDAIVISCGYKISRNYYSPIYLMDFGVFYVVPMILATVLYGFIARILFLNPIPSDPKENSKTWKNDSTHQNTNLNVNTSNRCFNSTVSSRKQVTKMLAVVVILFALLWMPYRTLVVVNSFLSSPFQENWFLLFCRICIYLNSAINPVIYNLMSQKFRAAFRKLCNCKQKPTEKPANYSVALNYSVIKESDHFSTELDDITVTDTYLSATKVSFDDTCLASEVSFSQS
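Agonist-mode FDSS calcium read (Ex 480/Em 530, 1 s cycles) in 1536-well TRHR cells with fluo-8 dye, after 10-cycle baseline and 23 nL compound addition; TRH at EC20 (10 nM final) added afterwards for the enhancer phase.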
APEX1 inh – blocks human APE1 abasic DNA cleavage. P27695. recombinant APE1, TAMRA/BHQ-2 abasic DNA cleavage fluorescence. actives 0.35% (n = 350,000). Potency, µM (top dose mostly 65.8 µM), without a hit: at the top dose activity change, negative = inhibition, actives largely listed as inhibitors;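 further: potency means the concentration at half of the fitted maximal effect; plate controls were vehicle for no effect and reference inhibitor for full effect; nearly all actives have a fitted effect of over 55% in size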
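Incision of a quenched TAMRA/BHQ-2 THF abasic-site duplex (50 nM) by 0.75 nM APE1, after 15 min compound preincubation, measured as fluorescence increase over three 60 s reads. Values normalized to buffer, DMSO and NSC13755 control wells.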
Pol kappa inh – DNA polymerase kappa (human) inhibition. Potency, µM (highest dose often 107 µM), for inactives: top-dose activity, negative = inhibition, hits mostly inhibitors. purified Pol kappa, fluorescent DNA synthesis assay, 10 min. Q9UBT6. actives 0.53% (n = 400,000); further: potency means the concentration at half of the fitted maximal effect; on the % scale 0 is the no-effect control and ±100 the full control effect
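Here, compound and 10 nM enzyme are combined for 15 min at room temperature; adding 50 nM substrate (final) starts DNA synthesis, tracked by fluorescence at 0 and 10 min against buffer-only wells.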
ALOX12 inh – inhibitors of human 12S-lipoxygenase ALOX12. actives 1.1% (n = 580,000). Potency, µM (titrated, usually from 108 µM), inactives show at the top dose activity change, negative = inhibition, most hits filed as inhibitors. purified 12hLO, xylenol orange hydroperoxide absorbance. AID 1671190; further: potency means the concentration at half of the fitted maximal effect; on the % scale 0 is the no-effect control and ±100 the full control effect
Target sequence (P18054 whole entry, looked up): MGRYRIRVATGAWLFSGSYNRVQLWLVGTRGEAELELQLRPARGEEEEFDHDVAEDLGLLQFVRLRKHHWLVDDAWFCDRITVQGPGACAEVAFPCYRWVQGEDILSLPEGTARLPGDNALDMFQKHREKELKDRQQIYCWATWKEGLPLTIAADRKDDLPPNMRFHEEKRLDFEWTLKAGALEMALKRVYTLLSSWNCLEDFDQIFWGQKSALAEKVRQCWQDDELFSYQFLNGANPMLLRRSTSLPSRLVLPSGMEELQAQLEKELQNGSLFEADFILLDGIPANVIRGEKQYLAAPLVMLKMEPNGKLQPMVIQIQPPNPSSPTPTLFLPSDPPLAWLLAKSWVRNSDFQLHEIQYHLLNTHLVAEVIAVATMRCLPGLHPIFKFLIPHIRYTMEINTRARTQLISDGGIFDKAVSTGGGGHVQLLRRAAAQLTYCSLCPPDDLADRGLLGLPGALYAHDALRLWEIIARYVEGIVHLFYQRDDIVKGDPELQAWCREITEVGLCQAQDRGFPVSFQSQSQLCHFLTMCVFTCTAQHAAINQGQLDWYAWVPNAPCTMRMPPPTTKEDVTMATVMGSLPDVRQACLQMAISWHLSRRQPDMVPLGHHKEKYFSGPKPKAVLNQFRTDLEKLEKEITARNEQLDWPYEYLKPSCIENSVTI
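Hydroperoxide product was detected by ferrous iron/xylenol orange as the 573 to 405 nm absorbance ratio. Arachidonic acid at 40 uM (final) was turned over for 30 min at room temperature by 150 nM human 12hLO, pH 7.0 Hepes buffer, after 15 min compound preincubation.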
Pol beta inh – blocks human DNA polymerase beta activity; Potency, µM (highest dose often 114 µM), without a hit: at the highest dose activity change, negative = inhibition, actives largely listed as inhibitors; Pol beta primer extension/strand displacement, fluorescence kinetic; actives 1.3% (n = 340,000); P06746; further: potency means the concentration at half of the fitted maximal effect; on the % scale 0 is the no-effect control and ±100 the full control effect
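Pol beta (10 nM) and compounds were preincubated 15 min at room temperature, then 50 nM substrate (final) started primer extension/strand displacement. Reads were taken at 0 and 10 min; concentration-response data were fitted to a four-parameter Hill equation.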
ERG-DNA inh – inhibitors of human ERG Ets domain-DNA interaction; fluorescence polarization, His-ERG Ets domain / labelled DNA; Potency, µM (highest dose often 76.9 µM), for inactives: top-dose FP activity, negative = inhibition, most hits filed as inhibitors; actives 0.028% (n = 370,000); active means well fitted inhibition curve with a large enough effect in the polarisation, with a control signal flat; inconclusive means small, poorly fitted or top-dose-only effect, or effect the other way, or a change in a side signal; inactive means no such curve, though single readings can be large or run the other way; the % refers to the polarisation;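 further: polarization taken with two DNA probes labelled with fluorescein and Texas red; potency means the concentration at half of the fitted maximal effect; % of control where 0% means no effect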
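His-tagged ERG Ets domain (1 uM in the protein solution; 300mM KCl, 50mM Tris-HCl, 1mM EDTA, 1mM DTT, pH 7.5) received compound, then a probe mix of 5 nM fluorescein-DNA and 100nM Texas-615-DNA. Fluorescence polarization was read for both dyes.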
POLI inh – blocks human DNA polymerase iota activity; Potency, µM (doses to about 115 µM), for the others: at the top dose activity, negative = inhibition, most hits filed as inhibitors; Q9UNA4; AID 588590; Pol iota fluorescent replication assay, 10 min; actives 1% (n = 390,000); further: potency means the concentration at half of the fitted maximal effect
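Pol iota at 10 nM preincubated 15 min with compounds at room temperature; reaction started with fluorescent substrate, 50 nM final. Fluorescence read kinetically at 0 and 10 min; buffer-only wells as negative control.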
BLM inh – inhibitors of human Bloom syndrome helicase BLM. recombinant BLM DNA unwinding, fluorescence dequenching. Potency, µM (titrated, usually from 56.1 µM), for the others: at the highest dose activity change, negative = inhibition, most hits filed as inhibitors. actives 0.2% (n = 350,000). AID 2528;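 further: potency means the concentration at half of the fitted maximal effect; plate controls were vehicle for no effect and no enzyme for full effect; nearly all actives have a fitted effect of over 35% in size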
The depositor's hits bear a star; i = inactive; u = inconclusive; x = not tested or not shown; & = joins results of further samples; [ ] = remark or other dose. Unless noted, the call rests on the fitted dose curve; in most records, active means well fitted curve in the direction sought with a large enough effect; inconclusive means small, poorly fitted or top-dose-only effect, or another doubt; inactive means no such curve, though single readings can be large; an effect the other way counts as inactive or inconclusive.

SMILES	Apoferritin bind	TRHR agonist	APEX1 inh	Pol kappa inh	ALOX12 inh	Pol beta inh	ERG-DNA inh	POLI inh	BLM inh
COc1ccc(Cl)cc1NC(=O)C1CCN(S(=O)(=O)c2ccc3c(c2)CC(C)N3C(C)=O)CC1 (stereo not drawn)	21%	-0.2	x	-1%	-6%	-23%	0%	0%	-4%
CC(=O)c1ccc(S(=O)(=O)N2CCC(NC(=O)c3ccccc3)CC2)cc1	-6%	0.0	14%	-1%	21%	-8%	11%	u	-4%
O=C(CSc1c2c(nc3cc(Cl)ccc13)CCCC2)N1CCN(c2ccccc2F)CC1	u	-0.4	x	-3%	-8%	-4%	-1%	38%[activator]	-1%
Cc1ccc(N2CCN(C(=O)c3c(C)oc4ncn(CC(C)C)c(=O)c34)CC2)c(C)c1	-8%	4.6	x	-12%	u	-12%	-1%	23%	1%
COC(=O)c1ccccc1NCCO	55%[activator]	0.2	-3%	-12%	0%	13%	-3%	18%	-2%
COc1ccc(C2=NN3C(=O)c4c(ccc(OC)c4OC)C3C2)cc1 (stereo not drawn)	-13%	-0.3	3%	-11%	29%	-7%	-13%	11%	2%
CCSc1nnc(NC(=O)c2cc(-c3ccccc3O)n[nH]2)s1	-4%	0.3	13%	-6%	0%	2%	0%	58%[activator]	0%
C/C(CC(=O)Nc1c(C)cc(C)cc1C)=N\NC(=O)OC(C)(C)C	-9%	-0.4	5%	1%	-10%	-1%	0%	2%	2%
CCc1c(C)nc2nncn2c1Nc1ccc(Cl)cc1	-9%	0.0	x	4%	-22%	17%	-3%	29%	3%
COc1cc2cc(CCOC(=O)c3ccco3)oc(=O)c2cc1OC	x	0.3	-7%	-10%	8%	x	-7%	26%	x
C/C(=N\NC(=O)c1nnn(-c2nonc2N)c1-c1ccccc1)c1ccccc1O	2%	3.4	13%	-14%	-15%	2%	-5%	3%	-4%
CSCCC(NC(=O)c1ccccc1Br)C(=O)N1CCC(C)CC1 (stereo not drawn)	-10%	2.5	4%	10%	8%	46%	2%	11%	-4%
C/C(Cn1cnc([N+](=O)[O-])n1)=N\NC(=O)c1ccc(F)cc1	-9%	-0.3	8%	0%	u	-3%	7%	10%	3%
CN1CCN(C(=O)C2=C[C@H](c3ccc(Br)cc3)C[C@H](OCCCCO)O2)CC1	-8%	-0.3	0%	8%	-19%	6%	6%	59%[activator]	1%
COc1ccc(Cl)cc1NC(=O)CN1C(=O)CCS(=O)(=O)c2ccccc21	-12%	0.2	1%	-15%	1%	-1%	2%	22%	3%
O=C(c1csnn1)N1CCC2(CC1)CCN(C(c1ccccc1)c1ccccc1)CC2	x	x	2%	-9%[60.1 µM]	-5%[57.4 µM]	x	x	x	-6%
Cc1cccc(C)c1NC(=O)CN(C)C(=O)C1CCN(c2ncnc3sc(C)c(C)c23)CC1	x	-1.0	16%	-15%	-24%	x	-1%	33%[activator]	x
CC[C@]1(C(=O)OC)[C@H]2C(=O)N(Cc3ccccc3)C(=O)[C@H]2[C@H]2CN=C(SCc3ccc(C)cc3)N21	x	x	-20%	-8%	-23%	x	5%	-14%	x
CCOc1cc2c(cc1OCC)C(CC(=O)OC)N(C(=O)Nc1cc(C)cc(C)c1)CC2 (stereo not drawn)	-9%	-0.2	x	-7%[60.1 µM]	-7%	-3%	-9%	18%	-5%
CCCOc1cccc(-c2cc(C(=O)NN)c3ccccc3n2)c1	-3%	0.1	-1%	-16%	-19%	-20%	-3%	23%	-1%
COc1ccc(NC(=O)Cn2nnc(C(=O)NCc3cccs3)c2N)c(OC)c1	u	-0.9	-14%	-23%	-15%	3%	3%	u	-10%
O=C(O)c1cc(N/N=C/C=C/c2ccccc2[N+](=O)[O-])ccc1Cl	1%	-1.2	10%	-8%	u	-5%	28%	u	-1%
Cc1cnn(-c2cc(N/N=C/c3ccc(F)cc3)ncn2)c1	-9%	0.2	-7%	-9%	i	2%	-3%	-9%	0%
COc1ccccc1NC(=S)NC(=O)/C=C/c1cccs1	-20%	-0.9	-8%	-4%	35µM*	-4%	23%	85%[activator]	-9%
CCOCCCNC(=O)CN1C(=O)/C(=C/c2ccccc2)Sc2ccccc21	-7%	-1.4	5%	-6%	-12%	2%	1%	11%	4%

Some of these compounds in order of number of heavy atoms, lowest first.
SMILES	Apoferritin bind	TRHR agonist	APEX1 inh	Pol kappa inh	ALOX12 inh	Pol beta inh	ERG-DNA inh	POLI inh	BLM inh
Cc1cnn(-c2cc(N/N=C/c3ccc(F)cc3)ncn2)c1	-9%	0.2	-7%	-9%	i	2%	-3%	-9%	0%
COc1ccc(Cl)cc1NC(=O)CN1C(=O)CCS(=O)(=O)c2ccccc21	-12%	0.2	1%	-15%	1%	-1%	2%	22%	3%
CN1CCN(C(=O)C2=C[C@H](c3ccc(Br)cc3)C[C@H](OCCCCO)O2)CC1	-8%	-0.3	0%	8%	-19%	6%	6%	59%[activator]	1%
O=C(c1csnn1)N1CCC2(CC1)CCN(C(c1ccccc1)c1ccccc1)CC2	x	x	2%	-9%[60.1 µM]	-5%[57.4 µM]	x	x	x	-6%

The list continues.
SMILES	Apoferritin bind	TRHR agonist	APEX1 inh	Pol kappa inh	ALOX12 inh	Pol beta inh	ERG-DNA inh	POLI inh	BLM inh
CN(c1ccccc1)S(=O)(=O)c1cccc(C(=O)OCC(=O)NCc2ccc3c(c2)OCO3)c1	-11%	-0.2	8%	-17%	-16%	-11%	2%	-4%	0%
Cc1nnc(SCC(=O)NNC(=O)c2ccccc2)n1-c1ccccc1	3%	-0.3	-2%	2%	24%	13%	u	-1%	1%
O=C1CC(=O)CC(c2ccco2)C1	3%	0.4	u	u	167%[activator]	u	3%	u	1%
CCSc1ccc([C@@H]2[C@@H]3C(=O)N(C)C(=O)[C@@H]3[C@]3(C(=O)OC)CCCCN23)cc1	x	-0.3	41%	-6%	4%	x	6%	19%	x
CC1CCC(C(=O)NC(C(=O)N2CCc3ccccc3C2)C(C)C)CC1 (stereo not drawn)	-15%	-2.1	-4%	-11%	0%	1%	-5%	42%[activator]	-6%
CC(NC(=O)CCCc1ccccc1)c1ccncc1 (stereo not drawn)	-12%	0.9	42%[activator]	-3%	0%	6%	1%	102%[activator]	-6%
Cc1ccc(NC(=O)CSc2ncc(S(=O)(=O)c3ccccc3)c(=O)[nH]2)cc1C	-3%	0.6	1%	-14%	7%	-3%	7%	-28%	-3%
COC(=O)[C@@]1(Cc2ccc(OC)cc2)[C@H]2c3cc(C(=O)N(C)C)[nH]c3C[C@H]2CN1C(=O)c1ccccc1	-21%&-3%	-0.7	u	13%	-29%	1%	1%	3%	-6%&-4%
CCOc1ccc(N(CC(=O)NC2CCCCCC2)S(=O)(=O)c2ccccc2)cc1	u	7.8	16%	1%	i	16%	7%	38%[activator]	-4%
CCc1nc2ccccc2c(C(=O)OCC(=O)Nc2ccc(S(=O)(=O)N3CCOCC3)cc2)c1C	-20%	1.9	4%	2%	0%	8%	10%	-1%	-25%
C=CCNc1oc(-c2cccc(Cl)c2)nc1C#N	x	x	-15%&32%	-22%	-3%	x	x	u	x
COc1cccc(/C=C(/C#N)c2ccc(F)cc2)c1OCc1cccc(C(=O)O)c1	3%	-0.3	1%	-28%	u	40µM*	3%	u	0%
Cc1ccc(OCC(=O)N/N=C/c2cc([N+](=O)[O-])ccc2N2CCCCC2)cc1	1%	1.1	u	-11%	-17%	6%	-9%	-20%	-2%
COc1cccc(NC(=O)Nc2cc(C(=O)O)ccc2C)c1	1%	-2.5	6%	-1%	-6%	-2%	5%	12%	-5%
CCC(C)(C)NC(=O)C(C)OC(=O)c1nsc(Cl)c1Cl (stereo not drawn)	-8%	-0.4	4%	-2%	2%	18%	0%	3%	0%
Cc1nc(CS(=O)(=O)c2ccccn2)sc1C(=O)NNC(=O)c1ccccc1	-6%	0.2	6%	-11%	36%[activator]	-2%	-4%	-14%[58.9 µM]	-1%
CCOc1ccccc1Cn1c(=O)oc2ccc(C)cc21	5%	-0.7	16%	-1%	-3%	17%	15%	11%	6%
CN(C)c1ccc(C(CNC(=O)c2ccccc2)c2c[nH]c3ccccc23)cc1 (stereo not drawn)	2%	-0.7	u	-13%[60.1 µM]	-5%	-2%	1%	u	-11%
COc1ccc(C(=O)Nc2nnc(S(=O)(=O)N3CCN(c4ccc(C)cc4)CC3)s2)cc1	-9%	0.2	x	0%	-20%	13%	-3%	2%	2%
COc1ccc(-c2nnc(SCC(=O)NC(C)c3ccccc3)o2)cc1 (stereo not drawn)	-1%	-0.6	0%	-4%	5%[57.4 µM]	-2%	10%	-24%	0%
CC1(C)CC(=O)C(Sc2ccc(Br)cc2)=C(O)C1	-4%	-0.4	-1%	-2%	u	26%	7%	86%[activator]	-4%
CCc1ccc(NC(=O)CSc2nnc(CNC(=O)c3cccs3)o2)cc1	-14%	-0.7	16%	-1%	-21%	-10%	4%	5%	-4%
O=[N+]([O-])c1cccc(-c2noc(-c3cccs3)n2)c1	-5%	0.5	14%	-5%	13%	-9%	-14%	18%	-8%
CCOc1ccccc1NC(=O)CSc1nnc(-c2ccccn2)n1Cc1ccco1	-12%	-2.1	-2%	-12%	-21%	3%	-7%	8%	1%
CC1SC(=NC(=O)c2ccncc2)NC1=O (stereo not drawn)	-4%	-0.2	3%	4%	0%	23%	1%	-3%	-2%
CS(=O)(=O)N(Cc1ccccc1)c1ccc(C(=O)NC2CCCCC2O)cc1 (stereo not drawn)	-12%	-0.1	0%	6%	46%[activator]	28%	-11%	-12%	-1%
C=CCCC(=O)N1C[C@H]2CON(C)[C@H]2C[C@H]1c1ccccc1Br	x	x	x	0%	0%	x	-9%	-2%	x
Cc1ccccc1-n1c(C)nnc1SCC(=O)N1CC(=O)Nc2ccccc21	-9%	0.2	-6%	4%	9%[57.4 µM]	8%	x	30%[activator]	-2%

Only part of the results is shown; count on the stated rates, not on these rows.
